Tb PFK block – T. brucei PFK enzyme inhibition. O15648. T. brucei PFK, ADP-Glo luminescence. Potency, µM (highest dose often 57.5 µM), inactives show at the highest dose activity, negative = inhibition, most hits filed as inhibitors. actives 0.17% (n = 330,000);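 note: potency is the fitted concentration of half-maximal effect; 0% = uninhibited 1x PFK enzyme wells and -100% = no-enzyme wells; nearly all actives have a fitted effect of over 60% in size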
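ADP-Glo luminescence quantified ADP after 45 min at room temperature, with 1.25 nM T. brucei PFK, 0.1 mM ATP and 0.5 mM fructose-6-phosphate in pH 8.0 TEA buffer. qHTS titrations up to 57 µM; curves classified by quality.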
TSHR antagonist – human thyrotropin receptor antagonism | P16473 | TSHR-expressing cells, TSH-stimulated cAMP HTRF, 2 h; hits give low values | activity change, negative = inhibition, % at 11.5 µM | actives 0.2% (n = 330,000);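 active = activity change below a set negative limit, meaning inhibition stronger than a set level, cut at about -70% in these data; inconclusive = activity change between two set negative limits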; note: % is set by controls: 0 for no effect and ±100 for the full control effect
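Antagonism was scored as loss of TSH-driven cAMP in TSHR cells, stimulated with 4nM TSH (EC80) for 2 hours at 37 deg C and detected by homogeneous HTRF competition immunoassay.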
a7 integrin act – activators of alpha7 integrin expression for muscular dystrophy. alpha7betagal myoblasts, beta-gal FDG fluorescence, 48 h. Potency, µM (series often up to 38.3 µM), inactives show at the top dose activation, hits mostly activators. actives 0.064% (n = 350,000);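 note: potency is the fitted concentration of half-maximal effect; 100% = response of the positive control SU9516; nearly all actives have a fitted effect of over 60% in size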
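alpha7betagal+/- myoblasts (passage 13, 250/well) treated 48 h at 37C with compounds at 1:260 dilution of DMSO stock. Lysed, then beta-galactosidase activity read as FDG fluorescence (ex 480/em 540) after 30 min, with pre-read for autofluorescence.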
BCR signal inh – chronic active BCR signaling inhibition; ABC-DLBCL IkBa-CBG/CBR reporter, luminescence ratio, 4 h; Potency, µM (series often up to 46.1 µM), for the others: at the top dose ratio change, negative = lower green/red ratio, usual class: inhibitors; actives 0.05% (n = 340,000); active = well fitted inhibition curve with a large enough effect in the signal ratio, with a control signal flat, not every such curve was filed as active; inconclusive = small, poorly fitted or top-dose-only effect, or effect the other way, or a change in a side signal; the % refers to the signal ratio;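 note: potency is the fitted concentration of half-maximal effect; plate controls were basal doxycycline-induced cells for no effect and cells given 10 µM MG132 for full effect; MG132 reads +100%, hits lower the ratio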
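Cell line TMD8 (human ABC DLBCL), stably expressing tet-inducible CBG68-IkBa fusion and CBR; IMDM/0.5% FBS; cpd up to 46 uM; dox induction, 4 h, 37C/5% CO2; dual luminescence; green/red ratio; MG132 control.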
Eya2 phos inh – inhibitors of human Eya2 phosphatase activity; O00167; recombinant Eya2, OMFP fluorescence dephosphorylation (OMFP is methylfluorescein phosphate); Potency, µM (top dose mostly 76.9 µM), for inactives: top-dose activity, negative = inhibition, most hits filed as inhibitors; actives 0.006% (n = 330,000); AID 488837; note: potency is the fitted concentration of half-maximal effect; % is set by controls: 0 for no effect and ±100 for the full control effect
Target sequence (O00167 whole entry, looked up): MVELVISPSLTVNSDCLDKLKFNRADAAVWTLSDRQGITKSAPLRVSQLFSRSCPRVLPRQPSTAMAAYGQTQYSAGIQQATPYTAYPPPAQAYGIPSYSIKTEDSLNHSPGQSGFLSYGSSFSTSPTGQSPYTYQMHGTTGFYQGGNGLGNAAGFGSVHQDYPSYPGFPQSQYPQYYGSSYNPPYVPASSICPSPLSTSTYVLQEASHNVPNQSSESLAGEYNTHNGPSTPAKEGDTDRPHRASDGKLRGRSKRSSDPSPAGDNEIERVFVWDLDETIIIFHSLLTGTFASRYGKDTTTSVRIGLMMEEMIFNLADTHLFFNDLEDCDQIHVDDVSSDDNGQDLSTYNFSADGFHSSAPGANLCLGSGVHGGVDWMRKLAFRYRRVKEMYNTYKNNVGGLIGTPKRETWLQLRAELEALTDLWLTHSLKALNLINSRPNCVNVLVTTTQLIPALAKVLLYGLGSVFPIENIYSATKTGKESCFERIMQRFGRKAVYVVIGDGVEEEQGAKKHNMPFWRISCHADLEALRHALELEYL
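Eya2 (0.2 uM) preincubated 10 min at ambient with compound, then OMFP substrate added at 50 uM; 10 min reaction in 50 mM HEPES pH 7.5, 50 mM NaCl, 5 uM MgCl2, 0.05% BSA, 1 mM DTT. Fluorescence read at Ex 485/Em 525 nm.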
TCR activator – T cell receptor activation; 330,000 tested, under 10 active; Potency, µM (highest dose often 9.22 µM), without a hit: top-dose activation of IL-2 secretion, actives largely listed as activators; primary human leukocytes, anti-CD3, IL-2 HTRF, 48 h; note: % of control where 0% means no effect
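TCR engagement came from a-CD3 beads alone, with compounds added to primary human leukocytes for 48 hr. Secreted IL-2 bridged europium cryptate- and d2-labelled anti-IL-2 antibodies, giving FRET emission at 665nm after 320nm excitation.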
A-T KAP1 phos – potential ataxia-telangiectasia treatments restoring KAP-1 phosphorylation; […] A-T fibroblasts, KAP-1 phosphorylation AlphaLISA; neocarzinostatin DNA damage 30 min before lysis; Potency, µM (titrated, usually from 57.5 µM), for the others: at the highest dose activation, actives largely listed as activators; actives 0.19% (n = 320,000); AID 485349; note: potency is the fitted concentration of half-maximal effect; % of control where 0% means no effect; nearly all actives have a fitted effect of over 45% in size
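hTERT-immortalized A-T patient fibroblasts ([…]), 500 cells/well in OPTI-MEM, 1% FBS, got compounds for 60 min, then NCS for 30 min at 37C. Lysates were then assayed for phospho-KAP-1 by AlphaLISA (anti-pKAP1 donor, anti-KAP1 acceptor beads), 6 hr at 25C.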
ASM inhibitor – inhibitors of human secretory acid sphingomyelinase; AID 504937; placental ASM, HMU-PC fluorogenic substrate, 60 min; actives 0.006% (n = 340,000); Potency, µM (doses to about 57.5 µM), without a hit: at the top dose activity change, negative = inhibition, most hits filed as inhibitors; P17405; note: potency is the fitted concentration of half-maximal effect
Target sequence (P17405 47-631 limits assumed): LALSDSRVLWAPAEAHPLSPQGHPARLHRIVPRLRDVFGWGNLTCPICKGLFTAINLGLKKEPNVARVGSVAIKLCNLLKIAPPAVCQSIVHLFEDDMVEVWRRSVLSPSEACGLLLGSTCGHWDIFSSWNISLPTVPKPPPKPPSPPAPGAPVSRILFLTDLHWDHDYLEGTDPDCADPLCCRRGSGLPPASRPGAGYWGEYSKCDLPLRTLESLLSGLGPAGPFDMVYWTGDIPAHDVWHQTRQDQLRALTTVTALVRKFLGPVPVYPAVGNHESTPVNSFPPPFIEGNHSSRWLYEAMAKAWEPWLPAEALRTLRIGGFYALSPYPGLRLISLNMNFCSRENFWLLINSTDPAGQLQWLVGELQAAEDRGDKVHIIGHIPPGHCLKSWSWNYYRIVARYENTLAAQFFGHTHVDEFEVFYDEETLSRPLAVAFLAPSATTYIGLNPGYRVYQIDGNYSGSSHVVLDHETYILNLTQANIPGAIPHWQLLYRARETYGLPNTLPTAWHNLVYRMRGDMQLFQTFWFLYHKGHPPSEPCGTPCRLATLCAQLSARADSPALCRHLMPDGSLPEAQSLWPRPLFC
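Human placenta-derived ASM preincubated with compound 10 min at room temperature, then reacted with 9 uM (final) fluorogenic HMU-PC substrate for 60 min at 37 C. Stop solution raises pH to 10; fluorescence read at Ex 386/Em 447 nm.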
TSG101-PTAP inh – blocks PTAP/TSG101 interaction to inhibit HIV-1 budding. Q99816. Fluorescence polarization, FITC-PTAP peptide / Tsg101 binding. Potency, µM (titrated, usually from 115 µM), for inactives: top-dose activity change, negative = inhibition, actives largely listed as inhibitors. 340,000 tested, under 10 active; active = well fitted inhibition curve with a large enough effect in the main read-out, with a control signal flat, not every such curve was filed as active; inconclusive = small, poorly fitted or top-dose-only effect, or effect the other way, or a change in a side signal; inactive = no such curve, though single readings can be large or run the other way; note: potency is the fitted concentration of half-maximal effect; % of control where 0% means no effect
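Steps: Tsg101 binding domain dispensed (10 uM final), compounds pinned in DMSO, FITC-labeled PTAP-motif peptide added (50 nM final); after 20 min binding at room temperature, polarization measured.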
ELG1 DNA repair – ELG1-dependent DNA repair inhibition; HEK293T ELG1-luciferase reporter, luminescence, 16 h; DNA damage induced by 5-fluorouridine; Potency, µM (highest dose often 46.1 µM), inactives show at the highest dose activity change, negative = inhibition, hits mostly inhibitors; actives 2.3% (n = 330,000); note: potency is the fitted concentration of half-maximal effect; % is set by controls: 0 for no effect and ±100 for the full control effect; nearly all actives have a fitted effect of over 55% in size
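Quantitative HTS, concentration-response format. 2,000 cells/well co-treated with 5-fluorouridine and compound, 16 hr in 5% CO2 at 37 °C; ONE-Glo luminescence read after 30 min.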
Mito fusion act – blocks mitochondrial division or promotes mitochondrial fusion; S. cerevisiae fusion-defective mutant growth rescue, CellTiterGlo 48 h; Potency, µM (top dose mostly 46.1 µM), inactives show at the highest dose growth rescue (activation), actives largely listed as activators; actives 0.23% (n = 320,000);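 note: potency is the fitted concentration of half-maximal effect; % of control where 0% means no effect; nearly all actives have a fitted effect of over 45% in size; temperature-sensitive fusion mutants such as fzo1-1 at 37 °C on non-fermentable ethanol glycerol medium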
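Compounds are tested for their ability to restore growth of mitochondrial fusion-defective yeast strains at non-permissive 37C in YPEG medium over 48 hours. Viability is quantified by luciferase luminescence.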
* = called active by the depositor; u = inconclusive; x = no result given; [ ] = remark or other dose. Unless noted, calls come from the whole dose curve; as a rule, active = well fitted curve in the direction sought with a large enough effect; inconclusive = small, poorly fitted or top-dose-only effect, or another doubt; inactive = no such curve, though single readings can be large; an effect the other way counts as inactive or inconclusive.

SMILES	Tb PFK block	TSHR antagonist	a7 integrin act	BCR signal inh	Eya2 phos inh	TCR activator	A-T KAP1 phos	ASM inhibitor	TSG101-PTAP inh	ELG1 DNA repair	Mito fusion act
Cc1nc2ccccc2nc1CN1CCN(Cc2ccc(F)c(F)c2)C(CCO)C1 (stereo not given)	2.3%	12.0	-13.2%	1.3%	-0.1%	-3.6%	1.3%	9.4%	-3.9%	4.5%	-3.4%
Cc1ccsc1CNC1CCCCC1	-6.4%	9.7	6.4%	1.5%	-10.1%	-0.5%	2.1%	2.7%	1.0%	6.4%	-0.9%
O=C(N/N=C/c1ccc(Cl)cc1)c1nc2ccc([N+](=O)[O-])cc2c(=O)[nH]1	-7.8%	-3.4	19.6%	3.4%	6.9%	-8.3%	2.2%	3.7%	-2.3%	-0.5%	7.4%
CCOC(=O)c1ccc(NC(=O)CCC(=O)OC)cc1	-4.3%	11.5	18.8%	u	4.2%	8.4%	-2.1%	0.5%	-5.3%	18.8%	-3.9%
Cc1nn(CCCC(=O)NCc2ccccc2)c(=O)c2nccn12	-3.0%	8.4	-3.4%	-13.9%	1.3%	3.6%	6.6%	8.6%	-1.8%	18.4%	-0.7%
Cc1ccccc1NC(=O)/C(=C\c1cccs1)NC(=O)c1ccco1	0.4%	3.1	1.1%	-0.7%	3.0%	0.7%	0.4%	-1.1%	-2.1%	-2.5%	-12.6%
CCSc1cc(C)nc2c(-c3ccc(Cl)cc3)c(C)nn12	0.0%	4.0	-17.3%	3.0%	1.7%	-1.7%	x	51.2%	-3.0%	9.2%	-0.8%
NC(=NC(=O)c1ccc(Cl)cc1)N1N=CCC1c1ccccc1 (stereo not given)	-1.8%	30.6	13.0%	1.3%	-0.8%	-16.4%	u	-3.0%	-4.4%	u	13.7%
COc1ccc(-n2c(=S)[nH]c3ccccc3c2=S)cc1	-7.7%	18.0	-18.3%	-5.3%	4.2%	1.3%	2.82µM*	-7.7%	-7.1%	-3.0%	-9.3%
Cc1nn2c(NCCN(C)C)c3c(nc2c1-c1ccccc1)CCC3	-11.4%	6.9	-60.1%[inhibitor]	-0.5%	-7.9%	-3.2%	-4.2%	-1.4%	0.9%	-19.2%	5.6%
Cc1ccc(C(=O)N[C@H](C(=O)Nc2cc(Cl)cc(Cl)c2)C(C)C)cc1	3.5%	-1.7	20.0%	-5.2%	10.8%	2.0%[46.1 µM]	2.9%	5.3%	-2.7%	5.1%	5.1%
CC1=C(C#N)c2nc(N)c(C#N)c(C)c2/C1=C\c1ccc(-c2ccccc2C(=O)O)o1	-0.9%	-9.2	4.3%	6.2%	11.6%	-2.4%	-7.2%	-17.7%	-7.3%	8.2µM*	5.6%
Cc1c(C(=O)NN)nn(-c2ccc(Cl)cc2)c(=O)c1C#N	-4.2%	8.4	2.2%	4.1%	12.8%	x	-5.9%	-0.4%	-0.2%	-7.3%	1.6%
CC(OC(=O)CNC(=O)c1ccc(Cl)c([N+](=O)[O-])c1)C(=O)NCc1ccco1 (stereo not given)	-1.2%	-14.1	0.0%	13.0%	10.5%	-2.4%	-17.9%	-4.0%	-4.4%	-18.2%	-2.8%
COCCNC(=O)c1cc(-c2cccc(OC)c2)on1	-1.7%	7.1	31.1%	u	-3.6%	x	1.9%	3.1%	x	u	-4.4%
COCCCNC(=O)Cn1nnc(-c2ccc(NC(=O)c3ccccc3F)cc2)n1	1.5%	-2.5	-2.2%	u	0.5%	-3.7%[46.1 µM]	-4.0%	2.5%	-1.9%	u	-0.3%
COc1ccc(S(=O)(=O)NNC(=O)C2CC(c3cccnc3)=NO2)cc1 (stereo not given)	1.8%	-8.6	9.7%	0.4%	-1.8%	1.2%	0.7%	-6.0%	-1.4%	2.3%	0.8%
COc1ccc(NCC(=O)N/N=C2\CCc3ccccc32)cc1	0.6%	-0.5	41.9%	4.0%	5.5%	7.7%	-19.7%	3.2%	-2.9%	5.7%	-1.9%
CCCCCCCCn1cnc2c(N)c(C)c(C)cc21	0.4%	7.3	-19.6%[7.66 µM]	6.1%	-15.7%	3.5%	-3.7%	u	-6.0%	10.1%	-7.3%
O=C(CCCn1c(=S)[nH]c2ccccc2c1=O)NC1CCCCC1	-0.2%	-2.3	1.3%	2.7%	1.9%	0.8%	-1.1%	1.2%	-0.4%	-18.5%	-3.2%
Nc1cc(=O)[nH]c(SCC(=O)NC2CCCCCCC2)n1	-4.4%	13.2	3.9%	6.2%	-2.0%	-2.2%	16.3%	6.9%	-4.5%	29.9%	x
O=C(Nc1cccc(O)c1)c1cccc(S(=O)(=O)N2CCCCCC2)c1	6.8%	-9.9	-28.5%	11.1%	-23.7%	3.1%	2.7%	-4.1%	-4.8%	-3.1%	-6.9%
Cc1cc(=O)n2[nH]c(SCc3ccc(Cl)cc3)nc2n1	0.3%	-3.5	u	u	-4.4%	3.8%	1.0%	4.1%	-1.7%	2.5%	2.2%
COc1ccccc1-n1c(C)nc2cc(C(=O)NCc3ccc4c(c3)OCO4)ccc21	12.8%	17.8	29.7%	-6.9%	-5.5%	-3.3%[46.1 µM]	3.4%	2.2%	1.0%	-2.5%	11.1%
O=C(Nc1ccccn1)Nc1ccccc1Cl	1.7%	-0.1	10.6%	u	1.5%	8.5%	4.6%	7.7%	-5.9%	u	-1.4%

The results go on.
SMILES	Tb PFK block	TSHR antagonist	a7 integrin act	BCR signal inh	Eya2 phos inh	TCR activator	A-T KAP1 phos	ASM inhibitor	TSG101-PTAP inh	ELG1 DNA repair	Mito fusion act
O=C(NCc1ccccc1)C1=C[C@@H](c2ccc(Br)cc2)C[C@@H](OCc2ccc(CO)cc2)O1	-4.8%	-11.6	0.7%	1.5%	3.7%	-2.1%	-7.9%	-13.8%	-4.0%	5.9%	9.1%
Cc1ccc(C(C)C)c(OCCNC(=O)c2ccccc2O)c1	-1.3%	-21.1	-46.1%[inhibitor]	u	u	x	9.4%	-7.1%	-2.0%	u	-0.5%
COc1ccc(CCNC(=O)c2c(N)no[n+]2[O-])cc1OC	0.9%	5.4	u	-9.0%	-16.6%	-3.8%	-0.7%	2.8%	-1.1%	26.2%	2.6%
CCCCNC(=O)C(=O)N/N=C/c1ccc(C(=O)OC)cc1	0.7%	24.2	-34.8%	4.3%	-1.6%	6.2%	0.5%	9.3%	-0.2%	-6.9%	-7.3%
Cc1cc2ccccc2n1CCNC(=O)C(C)C	-1.3%	9.7	-26.2%	u	8.3%	1.3%	-4.4%	-0.1%	-1.4%	19.8%	-7.3%
Cc1cc(C(=O)CSc2nnc(-c3ccc(F)cc3)o2)c(C)n1CC1COc2ccccc2O1 (stereo not given)	1.4%	0.5	5.3%	-4.1%	-7.9%	-3.7%	1.6%	-0.7%	-4.4%	-16.3%	3.6%
CSc1cccc(NC(=S)N2CCCN(Cc3ccc(F)cc3)C2)c1	-1.2%	5.9	-25.1%	-7.9%	-7.1%	-2.0%	-4.6%	-1.0%	-1.6%	-6.5%	6.5%
COc1cc(C(=O)Oc2cccc(/C=N/NC(=O)c3cc(C)[nH]n3)c2)cc(OC)c1OC	4.4%	-10.1	u	u	5.7%	-3.2%	-3.8%	-9.7%	-7.4%	-17.5%	-3.6%
COc1ccc2nc(NC(=O)CSCc3c(C)noc3C)sc2c1	-0.3%	-16.6	-20.4%	0.9%	8.9%	-0.9%	13.4%	-1.8%	-11.3%	u	4.2%
O=C(CN1CCN(S(=O)(=O)c2cccc(Cl)c2)CC1)N1CCCCC1	-7.9%	9.0	-6.3%	2.2%	19.7%	3.5%	2.5%	4.4%	-1.9%	0.7%	0.0%
COc1cc2c(C#CCCCO)c(-c3ccc(C#N)cc3)oc(=O)c2cc1OC	-1.4%	-11.6	23.7%	3.8%	17.3%	-0.3%	4.8%	369.8%[activator]	-0.7%	12.8%	-3.7%

High-throughput results deposited in PubChem by National Center for Advancing Translational Sciences (NCATS).
